# Furin inhibitor = human furin inhibitors, primary screen, biochemical, fluorescence intensity; 220,000 tested, 0.061% active; purified furin, fluorogenic substrate cleavage; inhibition, % at 30 µM; P09958; AID 463115, 2010; in the data active = inhibition above about 25%; also: inactives centre near -15
# FXIa inh = human FXIa protease inhibitors, primary screen, biochemical, 1536-well | Coagulation factor XI (Homo sapiens), P03951 | inhibition, % at 5 µM | 220,000 tested, 0.14% active | purified FXIa, Boc-Glu-Ala-Arg-AMC fluorogenic substrate;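 active = inhibition of at least 40%; inactive = inhibition below 40%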;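 also: fluorescence of freed AMC excited at 355 nm; 0% = enzyme without compound and 100% = no enzyme blank; many of its hits are not listed in these tables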
# KCC2 mod = KCC2 cotransporter modulators, thallium flux, primary screen, cell-based, HEK293 KCC2, FluoZin-2 fluorescence, MLSMR; Solute carrier family 12 member 5 (Homo sapiens), Q9H2X9; KCC2 cells, thallium flux FluoZin-2 fluorescence; B-score of Tl+ flux slope (higher = more flux/activation; lower = inhibition) at 10 µM; 190,000 tested, 2.2% active; AID 1456, 2008;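 active = thallium flux slope and its plate-corrected score both differing from the plate sample mean at a set confidence after two filtering rounds, in either direction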;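 also: slope of fluorescence scaled to starting intensity during 10 to 20 s after thallium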
# Thrombin inh = human alpha-thrombin inhibitors, primary screen, counter-screen for coagulation protease inhibitor project, biochemical, 1536-well, fluorogenic AMC substrate; Boc-VPR-AMC fluorogenic substrate cleavage; inhibition, % at 5 µM; 220,000 tested, 0.26% active; AID 1046, 2008;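 active = inhibition at or above 40%; inactive = inhibition below 40%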;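 also: 0% = enzyme with no compound and 100% = wells without enzyme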
#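 Material: human alpha-thrombin protein; Also added: Boc-VPR-AMC substrate, 15 µM final; Timing: enzyme reaction carried out at room temperature; Signal: fluorescence, ex 355 nm, em 460 nm; Measure: % inhibition of thrombin; Controls: enzyme without compound as high, wells lacking enzyme as low.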
# hK5 inh = human KLK5 protease inhibitors, primary screen, biochemical, 1536-well; Kallikrein-5 (Homo sapiens), Q9Y337; 210,000 tested, 0.59% active; inhibition, % at 5 µM; recombinant hK5, fluorogenic AMC substrate cleavage;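 active = inhibition of 40% or more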;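 also: 0% = enzyme controls without compound and 100% = no-enzyme blanks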
# m-calpain inh = inhibitors of pig calpain II, primary screen, biochemical, fluorogenic peptide substrate, 1536-well; 220,000 tested, 0.37% active; inhibition, % at 16 µM; purified calpain II, 30 min;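 active = inhibition above about 50%, limit read from the data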
# FXIIa inh 1536 = human FXIIa protease inhibitors, primary screen, biochemical, 1536-well. Coagulation factor XII (Homo sapiens), P00748. purified FXIIa, Boc-QGR-AMC fluorogenic substrate, 2 h. inhibition, % at 5 µM. 220,000 tested, 0.3% active. AID 800, 2007; in the data active = inhibition above about 40%;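 also: 0% = enzyme with no compound and 100% = blank without enzyme; many of its hits are not listed in these tables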
# Target sequence (P00748 20-372 limits assumed): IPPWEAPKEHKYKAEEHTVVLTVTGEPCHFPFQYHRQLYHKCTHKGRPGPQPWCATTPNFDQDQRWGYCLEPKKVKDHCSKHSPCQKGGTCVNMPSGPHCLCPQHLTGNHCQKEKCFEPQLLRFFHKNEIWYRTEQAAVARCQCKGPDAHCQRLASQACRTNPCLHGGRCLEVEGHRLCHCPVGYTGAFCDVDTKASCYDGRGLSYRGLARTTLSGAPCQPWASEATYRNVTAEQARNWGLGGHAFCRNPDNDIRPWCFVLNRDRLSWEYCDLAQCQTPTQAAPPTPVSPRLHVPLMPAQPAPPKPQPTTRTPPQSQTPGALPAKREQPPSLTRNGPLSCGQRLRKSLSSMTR
# Target sequence (P00748 373-615 limits assumed): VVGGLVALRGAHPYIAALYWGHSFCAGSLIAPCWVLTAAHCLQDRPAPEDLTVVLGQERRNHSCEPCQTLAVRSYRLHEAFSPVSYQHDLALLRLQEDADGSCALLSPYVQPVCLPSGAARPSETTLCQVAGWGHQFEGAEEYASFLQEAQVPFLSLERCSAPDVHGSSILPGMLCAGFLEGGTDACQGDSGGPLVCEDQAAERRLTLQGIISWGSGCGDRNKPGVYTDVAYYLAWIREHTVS
# Rad51 HR inh = human RAD51 strand exchange inhibitors, primary screen, biochemical, fluorescence | DNA repair protein RAD51 homolog 1 (Homo sapiens), Q06609 | hRad51 DNA strand exchange, fluorescence dequenching | inhibition, % at 10 µM | 200,000 tested, 0.085% active;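 active = inhibition above 40% at the single screening dose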;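 also: 0% = DMSO control wells and 100% = blanks with heterologous ssDNA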
# Target sequence (Q06609 whole entry, looked up): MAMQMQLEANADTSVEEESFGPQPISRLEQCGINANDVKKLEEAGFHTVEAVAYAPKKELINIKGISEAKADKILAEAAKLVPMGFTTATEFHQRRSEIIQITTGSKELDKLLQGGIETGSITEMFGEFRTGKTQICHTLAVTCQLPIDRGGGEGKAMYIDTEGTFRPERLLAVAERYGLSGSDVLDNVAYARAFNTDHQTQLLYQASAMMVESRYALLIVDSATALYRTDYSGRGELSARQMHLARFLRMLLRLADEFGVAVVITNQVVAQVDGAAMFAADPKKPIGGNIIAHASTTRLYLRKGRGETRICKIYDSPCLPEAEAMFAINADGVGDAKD
#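 Test system – preformed human Rad51 ssDNA filaments · Reagent – Donor/quencher-labelled 47-bp dsDNA substrate · Incubation – 37 °C 15-min filament assembly, 30-min compound preincubation, 15-min exchange · Signal – FRET fluorescence dequenching, excitation 485 nm, emission 520 nm · Read-out – percent inhibition from fluorescence, normalised to plate control and blank means · Benchmarks – plate control and blank wells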
# PERK inhibitor = block of dimerizer-induced PERK translation repression, primary screen, PERK inhibitor project, CHO PERK-DD cells, SEAP luminescence, HTS. CHO PERK-DD fusion, SEAP luminescence translation reporter. inhibition, % at 5.6 µM. 220,000 tested, 0.17% active. AID 1416, 2008;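 active = inhibition above the mean inhibition of all tested compounds plus 3 SD, set separately per screening campaign, cut at about 2.9% in these data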;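 also: PERK kinase domain activated by AP20187 dimerizer at 100 nM; 0% = DMSO with dimerizer and 100% = rapamycin at 8.4 µM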
# * hit, by the source's call; i = inactive; / = no result given; [ ] = another dose, or the depositor's remark. An excerpt; the hit share may differ from the screen's.
no.	SMILES	Furin inhibitor	FXIa inh	KCC2 mod	Thrombin inh	hK5 inh
1	COc1ccc(N(C(=O)Cc2cccs2)C(C(=O)NC2CCCCC2)c2cccn2C)cc1OC (centres undefined)	-4[20 µM]	3	-0.073	-1	-5
2	CCn1c(C)cc(/C=C2\NC(=O)N(Cc3ccccc3)C2=O)c1C	-11[20 µM]	-8	0.46	-2	13
3	CCCCOc1ccc(C(=O)O)cc1	-19	-1	/	-2	2
4	O=C(c1ccc(F)cc1)N1CCCN(c2nc(-c3ccccc3)ns2)CC1	-20	4	-0.28	2	3
5	CC[C@@H]1CC=C[C@H]2[C@H]1C(=O)N(Cc1ccccc1)[C@H]2c1cc(C)ccc1F	-5	0	-0.69	-6	1
6	O=c1cnn(-c2ccccc2)c(-c2ccccc2)c1	-23	3	/	-2	0
7	COc1ccc(C(=O)COC(=O)CN2C(=O)NC(C)(C)C2=O)cc1OC	-18	10	0.92	5	8
8	O=C(Nc1nc2ccsc2c(=O)s1)c1ccc(F)cc1Cl	-17	2	1.3	2	-2
9	O=C(Nc1ccc(OC(F)F)c(Cl)c1)C(c1ccccc1)c1ccccc1	-12	0	0.041	-2	3
10	O=C(COC(=O)CCC(=O)c1ccc(Cl)cc1)NCC1CCCO1 (centres undefined)	-14	13	0.96	3	1

no.	m-calpain inh	FXIIa inh 1536	Rad51 HR inh	PERK inhibitor
1	29	7	0	-1.0
2	-12	-6	0	-0.1
3	-13	3	5	0.3
4	-20	10	15	0.2
5	31	1	1	/
6	-3	18	0	0.1
7	-8	14	4	0.6
8	-33	10	20	0.3
9	32	-1	-3	-0.9
10	-34	26	9	0.7

# Further results.
no.	SMILES	Furin inhibitor	FXIa inh	KCC2 mod	Thrombin inh	hK5 inh
11	CCCc1cc(=O)[nH]c(SCCCCN2C(=O)c3ccccc3C2=O)n1	-11	3	-1	0	5
12	CCCCn1nnnc1SCC(=O)N1CCOCC1	-25[20 µM]	-5	0.31	-10	-4
13	Cn1nc2c(c1C(=O)O)CCCC2	5[20 µM]	10	-0.21	4	-1
14	Cc1ccc(-c2csc(=Nc3cccnc3)n2CCCN2CCCC2=O)cc1C	-18	-1	-0.85	-5	-13
15	CCCCc1ccc(NC(=O)COc2ccc(C(=O)Nc3ccccc3OC)cc2)cc1	-10	0	0.47	-1	-14
16	Cc1ccc(/C=C2\SC(=S)N(CCCC(=O)Nc3nccs3)C2=O)cc1	-7	11	-0.15	-2	-1
17	O=C(NCCC1=CCCCC1)c1cc2ccccc2oc1=O	-17	1	0.34	0	-2
18	Fc1ccc(NCc2ccccc2F)cc1Cl	-16[20 µM]	-6	0.74	-5	-19
19	O=C(CN1CCN(S(=O)(=O)c2ccccc2)CC1)Nc1ccccc1C(=O)c1ccccc1	-30	-2	0.0012	-2	-3
20	CC(C)O/C(=N\S(=O)(=O)c1ccc(Cl)cc1)c1ccccc1	-4[20 µM]	-5	/	-8	9

no.	m-calpain inh	FXIIa inh 1536	Rad51 HR inh	PERK inhibitor
11	5	11	11	1.0
12	-16	-3	3	0.6
13	0	16	-4	0.9
14	3	5	10	-0.5
15	22	8	0	0.3
16	1	17	-9	1.2
17	-15	5	5	1.1
18	-1	3	-5	2.0
19	5	-2	0	-0.3
20	11	1	3	0.1

# (more compounds)
no.	SMILES	Furin inhibitor	FXIa inh	KCC2 mod	Thrombin inh	hK5 inh
21	CCOc1ccccc1NC(=O)C1=C(C)NC(=O)NC1c1cccs1 (centres undefined)	-30	-2	-0.054	-2	12
22	Cc1sc(NC(=O)c2ccccc2F)c(CN2CCCCC2C)c1C (centres undefined)	-31	-2	-2	-5	-2
23	CC(C)(C)OC(=O)N1CCCN(C(=O)Nc2ccccc2)CC1	-24	-4	0.65	-11	-13
24	CC1=NN(c2cccc(C(=O)O)c2)C(=O)/C1=C\C=C/c1ccccc1	-13	-8	-3.3	2	-21
25	COc1ccc(CN2C(=O)c3ccccc3C2=O)cc1C(=O)OCC(=O)NC1CCCCC1	-9	1	-1.3	2	-1
26	N#C/C(=C\c1c(N2CCCCCC2)nc2ccccn2c1=O)C(=O)NCc1ccco1	-7	9	-0.76	7	-4
27	COC(c1ccccc1)c1nnc(CCC(=O)N2CCN(Cc3cccs3)CC2)o1 (centres undefined)	-1	1	0.35	-6	5
28	Cc1csc(NC(=O)c2nc3nc(C)cc(C)n3n2)n1	-6	9	-1.4	5	-12
29	CC(C)N1CC2(c3ccccc3)CN(C(C)C)CC(c3ccccc3)(C1)C2=O	-19[20 µM]	-9	-0.14	-5	17
30	S=C(NCCc1ccccn1)Nc1ccc(Cl)c(Cl)c1	-28	-3	-1.4	-10	-8

no.	m-calpain inh	FXIIa inh 1536	Rad51 HR inh	PERK inhibitor
21	8	16	/	1.2
22	5	4	/	-0.7
23	-15	1	5	0.2
24	1	-3	9	1.3
25	44	8	/	-0.2
26	5	12	-5	0.1
27	27	8	-7	-0.6
28	9	21	8	-1.1
29	7	4	6	-0.5
30	9	1	-2	-0.1

# Structures above containing a Cl atom:
no.	SMILES	Furin inhibitor	FXIa inh	KCC2 mod	Thrombin inh	hK5 inh
8	O=C(Nc1nc2ccsc2c(=O)s1)c1ccc(F)cc1Cl	-17	2	1.3	2	-2
9	O=C(Nc1ccc(OC(F)F)c(Cl)c1)C(c1ccccc1)c1ccccc1	-12	0	0.041	-2	3
10	O=C(COC(=O)CCC(=O)c1ccc(Cl)cc1)NCC1CCCO1 (centres undefined)	-14	13	0.96	3	1
18	Fc1ccc(NCc2ccccc2F)cc1Cl	-16[20 µM]	-6	0.74	-5	-19
20	CC(C)O/C(=N\S(=O)(=O)c1ccc(Cl)cc1)c1ccccc1	-4[20 µM]	-5	/	-8	9
30	S=C(NCCc1ccccn1)Nc1ccc(Cl)c(Cl)c1	-28	-3	-1.4	-10	-8

no.	m-calpain inh	FXIIa inh 1536	Rad51 HR inh	PERK inhibitor
8	-33	10	20	0.3
9	32	-1	-3	-0.9
10	-34	26	9	0.7
18	-1	3	-5	2.0
20	11	1	3	0.1
30	9	1	-2	-0.1

# More entries follow.
no.	SMILES	Furin inhibitor	FXIa inh	KCC2 mod	Thrombin inh	hK5 inh
31	CCOc1ccc(NC(=O)CN2CCN(CC(=O)Nc3ccc4c(c3)OCCO4)CC2)cc1	-16	18	-0.014	1	-15
32	Cc1ccc(OCC(O)CNC(=O)c2ccccc2C(=O)O)cc1 (centres undefined)	-15[20 µM]	2	1	0	-2
33	Cc1cc(C)nc(N2CCCC(C(=O)NCCc3ccc(F)cc3)C2)n1 (centres undefined)	-13	1	/	1	-14
34	CC(C)NS(=O)(=O)c1cc(C(=O)O)ccc1Cl	-7	-13	-0.46	-5	-6
35	Cc1cccc(N2CCC(N3CCN(C4CCCCC4)C(CCO)C3)CC2)c1C (centres undefined)	-14	-3	0.26	-5	-3
36	NNc1nc2sc3c(c2c(=O)[nH]1)CCc1ccccc1-3	-21	-7	-0.61	-5	-18
37	COc1cc2c(cc1OC)C(C(=O)N(C)Cc1ccccc1)C(c1cccnc1)N(C)C2=O (centres undefined)	-21	-7	0.45	4	-5
38	Cc1ccc(-n2c(C)cc(C(=O)COc3cccnc3[N+](=O)[O-])c2C)cc1	-15	10	-0.2	23	18
39	CN(C)c1ccc(C(=O)c2ccc(N(C)C)c(N)c2)cc1N	-23	-1	-0.65	-1	-4
40	CCOCCn1c(CN2CCN(c3ccc(F)cc3)CC2)nc2c1c(=O)n(C)c(=O)n2C	-18	3	/	2	-25

no.	m-calpain inh	FXIIa inh 1536	Rad51 HR inh	PERK inhibitor
31	14	25	-4	-1.0
32	-2	13	0	1.3
33	-32	8	-8	-0.5
34	28	-5	/	0.4
35	-11	5	22	0.6
36	23	4	-3	1.1
37	-17	10	7	0.2
38	29	11	/	-0.7
39	-33	8	11	0.2
40	16	16	6	0.6

# Next part.
no.	SMILES	Furin inhibitor	FXIa inh	KCC2 mod	Thrombin inh	hK5 inh
41	Nc1nc(Nc2cccc(F)c2)nc(NCc2ccco2)c1[N+](=O)[O-]	-11	-1	0.49	-10	1
42	Cc1ccc(CNC(=O)CN2CCN(Cc3ccc(C)cc3)C2=O)cc1	-8[20 µM]	1	/	12	3
43	N/C(=N/OC(=O)c1ccccc1Cl)c1ncc([N+](=O)[O-])s1	-16	-2	-0.59	-8	1
44	CS(=O)(=O)N(CC(=O)Nc1cccnc1)c1ccc2c(c1)OCO2	25[20 µM]	-3	0.55	-7	-1
45	O=C(Nc1nccs1)c1ccccn1	-14	5	-0.037	-7	-7
46	O=C(Cc1c[nH]c2ccccc12)N1CCN(c2ccccc2)CC1	-20	2	-1	-1	0
47	Cc1ccc(-n2c(-c3nn(C)cc3Cl)n[nH]c2=S)cc1	-16	5	-0.35	-4	-15
48	Cc1cc(C)n(-c2ccc(C(=O)OCC(=O)NCc3ccc(F)cc3)cc2)n1	-10	7	-0.93	-13	-8
49	COc1cc(C(=O)O/N=C(\N)c2ccncc2)cc(OC)c1OC	-23[20 µM]	5	-0.11	0	4
50	Cc1[nH]c2ccc(C(=O)NCC(C)(C)N3CCOCC3)cc2c1C	-8	-3	1.3	/	-7

no.	m-calpain inh	FXIIa inh 1536	Rad51 HR inh	PERK inhibitor
41	6	3	16	-1.1
42	-7	16	-15	-1.2
43	-39	4	/	0.8
44	-38	8	2	0.8
45	6	6	-23	0.1
46	-7	6	7	-0.7
47	-6	7	12	0.7
48	4	12	6	1.4
49	-3	21	-2	-1.2
50	-28	0	-7	-0.4

# Following part.
no.	SMILES	Furin inhibitor	FXIa inh	KCC2 mod	Thrombin inh	hK5 inh
51	Cc1c(NC(=O)c2cc3c(s2)CCCC3)c(=O)n(-c2ccccc2)n1C	-28	-4	1.2	-14	-4
52	Cc1ccc2nsnc2c1S(=O)(=O)N(CCO)Cc1cc2cc3c(cc2[nH]c1=O)OCCO3	-8	5	0.22	-3	-3
53	N#Cc1nc(-c2cccs2)oc1NCCc1ccccc1	-68[20 µM]	-12	/	-7	-45
54	CC(C)(C)c1cc(NC(=O)CSc2nnc(N)s2)n(-c2ccccc2)n1	-10	1	1.5	-11	-4
55	C/C(=N/N1CCN(c2ccccc2)CC1)c1cccc([N+](=O)[O-])c1	-21	-2	/	-2	10
56	CCCOc1ccc2oc(=O)c3c(c2c1)CCCN3C(=O)CN1CCc2ccccc2C1	-21[20 µM]	2	-0.3	-6	5
57	Cc1n[nH]c(=S)n1/N=C/c1ccccc1OCc1ccc(Cl)cc1	-23	3	0.14	-6	-19

no.	m-calpain inh	FXIIa inh 1536	Rad51 HR inh	PERK inhibitor
51	21	2	-9	-0.1
52	2	8	0	1.0
53	i	-7	11	-0.3
54	5	4	-4	0.2
55	5	7	/	0.5
56	-8	5	2	-1.1
57	-3	12	2	-0.1
